Source: PubChem BioAssay (several laboratories)
PHOSPHO1 inh – PubChem AID 1565; Phosphoethanolamine/phosphocholine phosphatase (Homo sapiens), Q8TCT1; recombinant PHOSPHO1, absorbance phosphatase assay; inhibition, % at 13.3 µM; actives 1.1% (n = 290,000); in the data active means inhibition above about 60%
GPR7 antagonist – GPR7 receptor antagonists, primary screen, cell-based, fluorescence, single concentration. inhibition, % at 4.4 µM. AID 1861, 2009. actives 1.1% (n = 290,000). Neuropeptides B/W receptor type 1 (Homo sapiens), P48145. GPR7-expressing cells, fluorescence antagonist assay; in the data active means inhibition above about 16%, passing the limit was not always enough;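 further: cells stimulated with the agonist NPW; 0% = agonist with vehicle and 100% = vehicle without agonist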
MEKK3 PB1 HTS – modulators of MEKK3-MEK5 PB1 binding, primary screen, biochemical, wildtype MEKK3, multiplex bead flow cytometry, Alexa488-MEK5 | actives 1.4% (n = 290,000) | bead-based flow cytometry, Alexa488-MEK5 binding to MEKK3; actives lie on both sides; 0 = blocked by unlabeled MEK5, 100 = vehicle | binding response (% of control), % at 10 µM | Mitogen-activated protein kinase kinase kinase 3 (Homo sapiens), Q99759;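 active means binding response more than 3 SD above or below the average of its plate-row segment, actives on both sides; inconclusive means wells at one plate position flagged as instrument error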;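 further: Alexa488 bead fluorescence after subtracting the streptavidin-only scavenger bead signal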
Target sequence (Q99759 whole entry, looked up): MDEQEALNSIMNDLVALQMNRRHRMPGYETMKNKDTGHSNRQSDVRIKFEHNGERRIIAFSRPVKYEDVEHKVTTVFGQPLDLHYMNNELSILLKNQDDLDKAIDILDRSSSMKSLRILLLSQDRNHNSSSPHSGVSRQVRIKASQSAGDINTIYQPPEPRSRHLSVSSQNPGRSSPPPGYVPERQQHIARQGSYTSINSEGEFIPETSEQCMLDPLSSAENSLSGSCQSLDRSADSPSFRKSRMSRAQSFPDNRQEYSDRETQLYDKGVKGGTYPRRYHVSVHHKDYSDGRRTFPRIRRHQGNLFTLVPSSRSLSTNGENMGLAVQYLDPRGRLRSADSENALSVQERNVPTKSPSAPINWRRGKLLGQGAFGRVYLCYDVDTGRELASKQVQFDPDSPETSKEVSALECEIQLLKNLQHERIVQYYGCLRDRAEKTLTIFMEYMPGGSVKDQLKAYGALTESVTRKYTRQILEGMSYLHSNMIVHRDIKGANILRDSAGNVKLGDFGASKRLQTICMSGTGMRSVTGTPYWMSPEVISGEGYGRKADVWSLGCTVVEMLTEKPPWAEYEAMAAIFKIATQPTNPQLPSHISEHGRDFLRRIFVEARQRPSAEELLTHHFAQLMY
MEKK2 WT-MEK5 – modulators of MEK5 binding to wildtype MEKK2, primary screen, biochemical, multiplex bead flow cytometry, Alexa488-MEK5; Mitogen-activated protein kinase kinase kinase 2 (Homo sapiens), Q9Y2U5; Alexa488-MEK5 binding to MEKK2 WT; actives lie on both sides; binding response (% of control), % at 10 µM; actives 1.1% (n = 290,000); AID 1531, 2009; in the data active means binding response below about 67% or above about 130%; inconclusive means no clear call, values can overlap the other calls; inactive means in between
DNA FID counter – compounds displacing fluorescent DNA intercalator, primary screen, artefact control for HCV NS3 helicase inhibitor project, biochemical, FID fluorescence; DNA fluorescent intercalator displacement; inhibition, % at 7.9 µM; actives 0.17% (n = 290,000); AID 1845, 2009; in the data active means inhibition above about 37%;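 further: 0% = vehicle and 100% = reference compound; higher means more ethidium bromide displaced from hairpin DNA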
NALP1 yeast inh – NALP1 inflammasome inhibitors in reconstituted yeast, colorimetric, S. cerevisiae, triplicate retest; S. cerevisiae NALP1/ASC/caspase-1 growth, X-gal OD620, 72 h; inhibition, % at 10 µM; actives 0.61% (n = 280,000); AID 2071, 2009; in the data active means inhibition mostly above about 24%, no sharp cut-off; inactive means mostly below about 32%; further: some compounds called inactive have numbers as strong as hits
OXTR ag – human OXTR agonists, primary screen, fluorescence, CHO-OTR cells, Fluo-8 calcium; AID 2435, 2010; Fluo-8 calcium fluorescence; normalized: DMSO 0%, oxytocin 100%; actives 0.32% (n = 320,000); activation, % at 3 µM;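 active means activation above the mean of all tested compounds plus 3 SD, cutoff set per screening run, cut at about 20% in these data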;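 further: peak over basal fluorescence ratio from a 100 s FLIPR kinetic read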
Target sequence (P30559 whole entry, looked up): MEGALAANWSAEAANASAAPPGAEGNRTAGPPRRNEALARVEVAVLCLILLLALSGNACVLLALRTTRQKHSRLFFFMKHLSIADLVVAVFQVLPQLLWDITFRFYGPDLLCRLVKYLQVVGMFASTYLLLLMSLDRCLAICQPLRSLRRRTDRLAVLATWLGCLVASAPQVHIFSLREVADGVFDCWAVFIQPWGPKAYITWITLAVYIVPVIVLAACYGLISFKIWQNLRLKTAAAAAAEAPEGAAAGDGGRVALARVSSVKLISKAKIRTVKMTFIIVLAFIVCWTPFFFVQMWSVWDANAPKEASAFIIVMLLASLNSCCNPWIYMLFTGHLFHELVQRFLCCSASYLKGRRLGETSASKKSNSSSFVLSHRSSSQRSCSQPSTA
PfM18AAP inh – PfM18AAP inhibitors, malaria aminopeptidase, primary screen, biochemical, QFRET, recombinant enzyme; H-Glu-NHMec fluorogenic cleavage; actives 1.2% (n = 290,000); inhibition, % at 7.35 µM; AID 1822, 2009;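 active means inhibition above the campaign mean inhibition over all tested compounds plus 3 SD, cut at about 28% in these data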;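 further: 0% = plate median of test compound wells and 100% = 2 mM ZnCl2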
MEKK2 mut-MEK5 – MEK5 binding signal on mutant MEKK2 PB1, primary screen, biochemical, multiplex bead flow cytometry, Alexa488-MEK5; Alexa488-MEK5 binding to MEKK2 mutant; percent response, % at 10 µM; actives 0.35% (n = 290,000); AID 1530, 2009; in the data active means percent response above about 24%, passing the limit was not always enough; further: inactives centre near 1; some results filed as inactive read as strong as hits; reference of the scale not given here
* hit, by the source's call; ? = inconclusive; · = no result given. Rows are unselected; any-hit rate near 6.2%.

Every second line gives: MEKK3 PB1 HTS, GPR7 antagonist, MEKK2 mut-MEK5, NALP1 yeast inh, PHOSPHO1 inh, PfM18AAP inh, OXTR ag, DNA FID counter, MEKK2 WT-MEK5
> O=C(CCCc1ccccc1)Nc1ccnn1C1CCN(Cc2ccccn2)CC1
→ 97, -13, 2, 5, 38, 12, -0.5, 10, 102
> O=C(CSc1nnc(-c2ccccn2)o1)Nc1ccccc1C(F)(F)F
→ 101, -10, -2, -10, 35, 5, 2.7, -9, 104
> CCOc1ccccc1C1CC(=O)NC(SCC)=C1C#N (stereo unspecified)
→ 90, 4, -9, ·, 0, 10, -1.0, -5, 92
> O=C1c2cccc(Sc3ccccc3)c2C(=O)c2c(Sc3ccccc3)cccc21
→ 97, -19, 0, 2, 29, 3, 0.2, 2, 95
> Cc1ccc(N/C=C2\CCCCC2=O)nc1
→ 98, -2, -3, -26, 11, 3, -0.9, -2, 97
> O=C(O)c1cc2cc(Cl)cc(Cl)c2oc1=O
→ 87, -9, -13, 8, 20, 15, -0.8, -2, 85
> COCCSc1ccccc1C(=O)Nc1cc([N+](=O)[O-])ccc1OC
→ 112, 1, 0, 11, 13, -6, -1.6, -15, 108
> CCN(CC)c1ccc(C(=O)N/N=C(\C)c2cccnc2)cc1
→ 98, -9, -4, 21, 22, -41, -0.3, -11, 92
> CCCn1c(SCc2ccccc2)nc2c1c(=O)[nH]c(=O)n2C
→ 105, -13, 5, -3, -30, 3, -1.5, -15, 100
> O=C1NN(c2ccccc2)C(=O)C2C3C=CC(C4CC34)C12 (stereo unspecified)
→ 109, -2, 7, -9, 24, -12, 0.9, -3, 107
> CCCOc1ccc(C(=O)N2CCN(c3ccc(N)cc3Cl)CC2)cc1
→ 99, 14, -1, -1, 2, -2, -0.8, -27, 94
> O=C(Nc1cccc(-n2cnnn2)c1)c1cnccc1Cl
→ 103, 2, 6, 5, 32, 4, -1.3, -1, 110
> CCCCCCC(=O)NNC(=O)c1c(O)c2ccccc2n(CCC)c1=O
→ 108, -6, 6, -10, -6, 5, 1.8, 5, 107
> O=C(CCc1ccccc1)N/N=C\c1cc2c(cc1Br)OCO2
→ 102, -7, -7, 25, 21, 2, 1.6, -32, 96
> COc1ccc(CCN2CC(C(=O)Nc3ccc4c(c3)OCO4)CC2=O)cc1OC (stereo unspecified)
→ 92, -8, -15, 14, -12, -4, 0.7, -6, 85
> CC(NC(=O)C1CCCC1)C1CC2CCC1C2 (stereo unspecified)
→ 100, 4, -1, 21, -10, -4, -1.5, -1, 101
> O=C(N/N=C/c1ccccc1[N+](=O)[O-])c1ccc2c(c1)OCCO2
→ 87, -6, -18, ·, 48, 0, -2.6, -3, 85
> CC12CCC(C(=O)N(NC(=O)c3cc(Cl)ccc3O)C1=O)C2(C)C (stereo unspecified)
→ 93, -2, -2, 20, -26, -6, 4.9, -6, 97
> COc1ccc(Nc2nnc(C)c(=O)[nH]2)c(OC)c1
→ 100, -5, 4, ·, 27, -2, 1.3, -1, 100
> COC(=O)CC1=NC(=O)CS1
→ 97, -6, 2, -6, 6, -8, 1.6, -5, 103

Compound profiles (already shown). Order of values: MEKK3 PB1 HTS	GPR7 antagonist	MEKK2 mut-MEK5	NALP1 yeast inh	PHOSPHO1 inh	PfM18AAP inh	OXTR ag	DNA FID counter	MEKK2 WT-MEK5
CCCOc1ccc(C(=O)N2CCN(c3ccc(N)cc3Cl)CC2)cc1 reads 99	14	-1	-1	2	-2	-0.8	-27	94
CCCCCCC(=O)NNC(=O)c1c(O)c2ccccc2n(CCC)c1=O reads 108	-6	6	-10	-6	5	1.8	5	107
O=C(N/N=C/c1ccccc1[N+](=O)[O-])c1ccc2c(c1)OCCO2 reads 87	-6	-18	·	48	0	-2.6	-3	85

Going on with the list:
Every second line gives: MEKK3 PB1 HTS, GPR7 antagonist, MEKK2 mut-MEK5, NALP1 yeast inh, PHOSPHO1 inh, PfM18AAP inh, OXTR ag, DNA FID counter, MEKK2 WT-MEK5
> C/C=C/c1ccc(OCCCCN2C(=O)NC(C)(C)C2=O)c(OC)c1
→ ·, -6, ·, -6, -31, -8, -1.2, -33, ·
> NS(=O)(=O)c1ccc(CCNCC(=O)NC2CC2)cc1
→ 101, -10, 4, -5, 16, 1, 0.5, 6, 100
> CCC1CCCCN1C(=O)CNCC1CCCO1 (stereo unspecified)
→ 104, -9, 1, -8, 1, 1, 1.0, 6, 104
> O=C(CSc1nnnn1-c1ccc(F)cc1)NC1CCCCC1
→ 102, -10, 0, 10, -3, -10, -0.8, -7, 101
> O=C(CCC(=O)c1ccccc1)NCCOc1ccccc1
→ 99, -3, -4, 28, -9, -15, -1.0, -13, 94
> CN(C)c1cccc(C(=O)Nc2nnc(Cc3ccccc3)s2)c1
→ 99, -6, 1, 10, 27, 10, -1.9, -21, 95
> Nc1nc(N2CCN(c3cccc(Cl)c3)CC2)n[nH]1
→ 105, 0, -2, 28, 0, 0, 1.1, -3, 98
> COc1ccc(COC(=O)C2=C(C)NC(=O)NC2c2cccc(OC)c2OC)cc1 (stereo unspecified)
→ 93, -3, 2, 6, 29, -19, 0.0, -39, 101
> CN(C)S(=O)(=O)c1ccc(Cl)c(NC(=O)CN2CCCCCC2)c1
→ 103, 7, -1, 6, 28, 0, 0.2, -7, 96
> CC1(C)Cc2c(cnn2-c2ccc(F)cc2)C(NC(=O)CCCN2CCCCC2=O)C1 (stereo unspecified)
→ 104, -14, 5, -8, 14, -2, -0.8, -45, 106
> Cc1cc(C)n2nc(C(=O)OCCOc3ccc(F)cc3)nc2n1
→ 99, -4, 4, 28, 9, -2, -0.4, -4, 102
> Cc1cc(Br)c(NC(=O)CCNC(=O)OCc2ccccc2)cc1C
→ 109, -16, 12, -1, 30, -6, -0.4, -31, 113
> CC(=O)OC[C@H]1O[C@H](C/C=N/OC[C@@H](O)[C@H]2O[C@@H]3OC(C)(C)O[C@@H]3[C@H]2O)C=C[C@@H]1OC(C)=O
→ 102, 8, -5, 8, 13, 7, 1.2, -9, 96
> CC(C)Sc1nc(NCc2ccco2)c2c3c(sc2n1)COC(C)(C)C3
→ 98, 8, 5, 0, 7, 21, -2.2, -13, 97
> Cn1cc([C@@H]2C[C@H]3CN(Cc4cccc(Cl)c4)C(=O)[C@]34CCCN24)c(-c2ccccc2)n1
→ 95, 15, -13, 1, 24, -12, -0.8, -22, 89
> O=[n+]1c2c(n([O-])c3ccccc31)CCC2
→ 98, -4, -3, ·, 5, 9, 1.1, 1, 95
> C=CCn1c(C)cc(C2=NNC(=Nc3ccc(C)cc3)SC2)c1C
→ 102, -9, 2, 1, 4, -9, 0.1, -6, 103
> O=c1oc2ccccc2c(NC2CCCCC2)c1NS(=O)(=O)c1ccc(Br)cc1
→ 101, -29, 3, -36, 21, 2, -1.5, -28, 98
> O=C(N=C1SCC(=O)N1c1ccccc1)c1ccco1
→ 101, 3, 5, -16, -2, 17, 0.5, -11, 101
> COCCNC(=S)Nc1ccc(S(=O)(=O)Nc2ncccn2)cc1
→ 95, 25*, -7, 8, 38, -2, 1.0, 0, 96
> CN1C(=O)CC(N2CCC(C(N)=O)(N3CCCCC3)CC2)C1=O (stereo unspecified)
→ 97, -9, -4, 0, -20, -3, 0.1, 4, 92
> CCN(CC)C(=O)C1CCCN(Cc2nc(-c3cccs3)no2)C1 (stereo unspecified)
→ 98, -4, -3, -3, 40, 10, -0.7, -23, 95
> COc1ccccc1N/C(N)=N/c1nc(CSc2nc3ccccc3s2)cc(=O)[nH]1
→ 109, -2, 16, 27, 14, -12, 0.2, 0, 121
> O=C(CSc1nccc(=O)[nH]1)NC1CCCc2ccccc21 (stereo unspecified)
→ 101, -10, 0, -4, -19, -3, -0.8, -4, 96
> CCOC(=O)C1=C(C)N=c2s/c(=C\c3ccc(OC(C)=O)c(OCC)c3)c(=O)n2C1/C=C/c1ccccc1 (stereo unspecified)
→ 105, -10, 2, -22, 55, -5, -0.8, -1, 111
> Cc1[nH]c2ccccc2c1N=Nc1cc(C(=O)O)cc(C(=O)O)c1
→ 102, -13, 1, 18, 30, -4, 0.7, -1, 101
> Cc1noc(C)c1S(=O)(=O)N1CCC(C(=O)NCCc2ccc(S(N)(=O)=O)cc2)CC1
→ 107, 1, 8, 12, -3, -1, -0.5, 0, 106
> Cc1cc(=O)n2[nH]c(C(=O)O)nc2n1
→ 102, -3, 3, -18, 14, -1, 1.9, 7, 102
> Nc1nnc(SCCN2C(=O)c3ccccc3S2(=O)=O)s1
→ 101, -11, -1, -14, 34, 1, 1.0, -1, 95
> CCc1c(O)nc(SCC(=O)Nc2cc(C)on2)n(-c2ccccc2)c1=O
→ 102, -7, -4, 8, 33, -8, -0.1, -18, 102
> COc1ccc(C2CC(=O)C3=C(C2)Nc2ccccc2N(C(=O)CCC(=O)O)C3c2ccc(F)cc2)cc1 (stereo unspecified)
→ 99, -16, 0, 13, 26, 6, -0.3, -44, 103
> COc1ccc(CNC(=O)CN(C)Cc2ccc(C(C)(C)C)cc2)cc1
→ 101, -6, 1, 8, 28, 5, -1.4, 4, 101
> Cc1cccc(OCc2nc3ccccc3n2C)c1
→ 106, 0, 9, 5, ·, 0, -2.0, -8, 105
> COCCNC(=O)CSC1=N/C(=C/c2ccc(Cl)c(Cl)c2)C(=O)N1c1ccccc1F
→ 94, 1, -2, 40, 11, -10, 0.2, -10, 90
> CC1=NOC(=O)/C1=C/c1ccc2c(c1)OCO2
→ 99, -2, 0, 10, 6, 2, 0.4, 17, 99
> Cc1ccccc1-n1c(O)cc(=O)[nH]c1=S
→ 95, 4, -7, 7, 23, 7, 0.4, -10, 90
> Cn1nccc1C(=O)Nc1ccccc1C(=O)O
→ 105, -3, 0, 10, -7, 0, -1.0, -2, 104
> CC(=O)Nc1ccc2cc3ccc(NC(C)=O)cc3nc2c1
→ 58, 15*, -41, 12, 6, 14, -0.6, 56*, 65
> Clc1ccc(CNCC2CCCO2)cc1 (stereo unspecified)
→ 107, -14, 10, 0, 24, -2, ·, 0, 112
> Brc1ccccc1OCCCn1cnc2ccccc21
→ ?, -8, -26, 8, 17, 0, 0.3, -12, ?
